# Mtb RmlCD inh = blocks M. tuberculosis RmlC and RmlD coupled enzymes. P9WH09+P9WH11. RmlC+RmlD coupled enzyme assay, percent inhibition; primary screen in compound mixtures. inhibition, % at 3.6 µM. 160,000 compounds, 0.03% hits. AID 1533; in the data active means inhibition mostly above about 34%, no sharp cut-off; further: some results filed as inactive read as strong as hits
# Target sequence (P9WH09 whole entry, looked up): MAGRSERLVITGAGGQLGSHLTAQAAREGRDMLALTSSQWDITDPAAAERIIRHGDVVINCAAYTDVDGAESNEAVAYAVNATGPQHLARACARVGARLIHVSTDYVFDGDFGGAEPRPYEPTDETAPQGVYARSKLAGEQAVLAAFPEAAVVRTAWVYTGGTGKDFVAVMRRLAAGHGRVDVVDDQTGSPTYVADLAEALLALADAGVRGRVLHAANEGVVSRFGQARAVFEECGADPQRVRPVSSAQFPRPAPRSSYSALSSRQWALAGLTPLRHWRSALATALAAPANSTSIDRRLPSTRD
# Target sequence (P9WH11 whole entry, looked up): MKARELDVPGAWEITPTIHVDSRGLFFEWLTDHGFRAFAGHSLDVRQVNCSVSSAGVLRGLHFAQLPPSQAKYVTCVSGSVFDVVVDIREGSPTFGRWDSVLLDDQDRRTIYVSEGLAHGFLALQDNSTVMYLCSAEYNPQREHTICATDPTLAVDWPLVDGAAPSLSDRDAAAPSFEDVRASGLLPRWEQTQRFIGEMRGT
# GlmU inhibition = inhibition of mycobacterial GlmU enzyme – biochemical, glucosamine-1-phosphate acetyltransferase (AID 1376); 220,000 compounds, 0.25% hits; one-dose inhibition, %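 (tested at 30 µM in the primary screen)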; IC50 in µM for titrated hits; M. tuberculosis GlmU acetyltransferase enzyme assay; higher % means a stronger effect; in the data active means inhibition above about 13%;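 further: 0% = complete reaction with vehicle and 100% = reaction without substrate; strong numbers were not always called active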
# * marks the source's active call; other numbers are inactive results; / = not tested or not shown. Some of the compounds tested; count on the stated rates, not on these rows.
SMILES | Mtb RmlCD inh | GlmU inhibition
N#Cc1c(NC(=O)CSc2nnc(-c3ccncc3)n2CC2CCCO2)sc2c1CCCC2 (stereo unspecified) | / | 3.5%
CC(C)=CC(=O)OCC(=O)Nc1cc(C)ccc1C | -10 | -5.1%
Cc1ccc(/C=N\NC(=O)C2CC(=O)N(c3ccccc3)C2)o1 (stereo unspecified) | -8 | 3.4%
COc1ccc(C)c2sc(=NC(=O)c3cccc(N4C(=O)CCC4=O)c3)n(C)c12 | / | 5.2%
O=C(N=C1c2ccccc2CN1c1ccccc1)c1cccc([N+](=O)[O-])c1 | 11 | 0.8%
Cc1cccc(NC(=O)Cn2c(C)c(C#N)c3ccccc32)c1C | / | 2.1%
CCCN(CCC)CCCNC(=S)Nc1ccc2nc(N3CCN(CC)CC3)cc(C)c2c1 | 19 | -2.5%
CCCCNC(=O)c1ccc(CNS(=O)(=O)c2ccc(Br)cc2)cc1 | -7 | -0.2%
CCN1c2ccccc2-c2nc3ccccc3n2C1c1ccccn1 (stereo unspecified) | / | -5.5%
CC(=O)c1c(COC(=O)c2ccc(C)cc2)nc2ccccc2[n+]1[O-] | / | 9.3%
COC(=O)c1ccccc1-n1c(C)nc2ccccc2c1=O | 20 | 1.0%
CCn1c(CN2CCCCCC2=O)nnc1SCc1cnc(-c2ccccc2)s1 | -9 | 4.8%
C1CCN(c2c3c(nc4nnnn24)CCCC3)CC1 | 3 | 1.5%
CCOCCn1c(-c2ccc(OC)cc2)nc2ccccc21 | 10 | -4.3%
O=C(CSc1cccc2cccnc12)NCc1ccco1 | / | 0.1%
CCCCCn1c(=O)[nH]c2c(c1=O)CCC2 | -8 | -4.2%
CC(NC(=O)c1sc2cc([N+](=O)[O-])ccc2c1Cl)C(C)(C)C (stereo unspecified) | -7 | 0.9%
COc1ccc(C(=O)CN2CCN(S(=O)(=O)c3cccc([N+](=O)[O-])c3)CC2)cc1 | 8 | 0.0%
COc1ccc(C2C(C(=O)c3sc(C)nc3C)=C(O)C(=O)N2CCCn2ccnc2)cc1OC (stereo unspecified) | 3 | 0.4%
COCc1cc(C)nc(N)c1C#N | 12 | 1.4%
CCOC(=O)C1C2C=CC3(CN(CCc4ccccc4)C(=O)C13)O2 (stereo unspecified) | 6 | 3.5%
Cc1nc(Nc2nc(CSc3ccc(Cl)cc3)cc(=O)[nH]2)nc2ccccc12 | 11 | 1.9%
CC1Cc2ccccc2N1S(=O)(=O)c1ccc(Cl)nc1 (stereo unspecified) | 6 | 2.2%
COc1cccc(C2C3=C(N=c4s/c(=C\c5cccc(O)c5)c(=O)n42)c2ccccc2CC3)c1OC (stereo unspecified) | -10 | 1.5%
CC(=O)c1cc2c(cc1N)OCO2 | / | 0.5%
Cc1nc2c(C)cccc2c(SC(=N)N)c1CC=C(Cl)Cl | -6 | 5.3%
Cc1cc(N2C3CCC2CC(O)(c2ccc(F)cc2)C3)nc(-c2ccccc2)n1 (stereo unspecified) | -4 | 3.0%
Cc1nn(Cc2ccccc2)c(Cl)c1C(=O)OCC(=O)N1CCCC1 | -5 | -5.8%
CN1CCN(C(=O)c2ccc3c(c2)N(Cc2cccc(Cl)c2)C(=O)c2ccccc2S3=O)CC1 (stereo unspecified) | / | -0.7%
COC(=O)c1cc(C#N)c(N2CCN(C)CC2)nc1C | 17 | -6.4%
O=C(Cc1ccccc1)NN1C(=O)C2C(C1=O)C1C=CC2C12CC2 (stereo unspecified) | / | 1.0%
COc1cc(C2C(C(=O)c3ccco3)=C(O)C(=O)N2CCc2ccccc2)ccc1O (stereo unspecified) | / | -4.1%
CS(=O)(=O)c1cnc(-c2ccccc2)nc1Oc1ccc(F)cc1 | 10 | -1.2%
COc1cccc(/C=N/NC(=O)c2ccccc2N(Cc2ccccc2)S(=O)(=O)c2ccccc2)c1OC | 4 | /
COc1ccc(/C=C2\SC(=O)N(CCC(=O)Nc3ccc(S(=O)(=O)Nc4nccs4)cc3)C2=O)cc1 | -6 | -5.5%
CCN1CCN(S(=O)(=O)c2cc(OCC(=O)NC3CCCCC3)c(C)cc2Cl)CC1 | -4 | 5.0%
COc1ccccc1C(=O)NC(CCSC)C(=O)OC(C)C(N)=O (stereo unspecified) | -22 | -3.9%
CCc1cccc(C)c1NC(=O)CSc1nnc(-c2ccco2)n1N | / | 5.4%
Cc1cccc(NC(=O)C2CCN(S(=O)(=O)c3c(C)nn(C)c3C)CC2)n1 | 17 | -5.7%
O=C1c2ccccc2C(O)N1Cc1ccco1 (stereo unspecified) | -5 | 6.1%

# 5 entries from above, with values under each structure.
# Screens in order: Mtb RmlCD inh	GlmU inhibition
- O=C(Cc1ccccc1)NN1C(=O)C2C(C1=O)C1C=CC2C12CC2 (stereo unspecified)
  /	1.0%
- COc1cc(C2C(C(=O)c3ccco3)=C(O)C(=O)N2CCc2ccccc2)ccc1O (stereo unspecified)
  /	-4.1%
- CS(=O)(=O)c1cnc(-c2ccccc2)nc1Oc1ccc(F)cc1
  10	-1.2%
- COc1cccc(/C=N/NC(=O)c2ccccc2N(Cc2ccccc2)S(=O)(=O)c2ccccc2)c1OC
  4	/
- COc1ccc(/C=C2\SC(=O)N(CCC(=O)Nc3ccc(S(=O)(=O)Nc4nccs4)cc3)C2=O)cc1
  -6	-5.5%

# Next section:
SMILES | Mtb RmlCD inh | GlmU inhibition
O=C(CSc1nnnn1-c1ccc(Cl)cc1)N1CCc2ccccc2C1 | -9 | 4.3%
Cc1ccc(C(C2=C(O)CC(C)(C)CC2=O)C2C(=O)CC(C)(C)CC2=O)o1 (stereo unspecified) | -9 | 1.8%
Cc1ccc(CSc2ccc3nnc(-c4cccnc4)n3n2)cc1 | 6 | 1.9%
O=C(NC(=S)Nc1cc(S(=O)(=O)N2CCOCC2)ccc1N1CCOCC1)C1CCCC1 | -8 | 3.3%
C=CCNC(=O)C1CCC(C(=O)NCC=C)CC1 (stereo unspecified) | 3 | 0.3%
CCOC(=O)c1c(C2CC2)csc1NC(C)=O | / | 0.9%
CC(C)CNC(=O)c1ccccc1NC(=O)c1ccccc1N(C)S(C)(=O)=O | / | 3.0%
COc1ccc(CCNC(=O)CC2SC(=NCc3ccccc3OC)NC2=O)cc1 (stereo unspecified) | -2 | -3.6%
COc1ccccc1NC(=O)CCSc1nc(C)cc(C)n1 | 1 | -0.8%
COC(=O)c1sccc1NC(=S)Nc1ccc(C)cc1 | 8 | 1.5%
CN(C)c1ccc2c3c(ccc(N(C)C)c13)COC2 | -1 | -2.3%
CC(C)Cn1c(NCCO)nc2ccccc21 | -6 | 1.9%
CC(C)Cc1nc2oc3c(N4CCN(CCO)CC4)ncnc3c2c2c1CCCC2 | -2 | -3.6%
Oc1ccccc1-c1cc(C(F)(F)F)[nH]n1 | / | 8.0%
CCC(C)NC(=O)CSc1nnc(-c2cc(-c3ccc(C)cc3)nc3ccccc23)n1N (stereo unspecified) | -2 | -1.3%
CCc1cc2cc(C)ccc2nc1SCC(=O)N1CCN(C(=O)c2ccco2)CC1 | / | -1.0%
CCOC(=O)C1(C)/C(=N/Nc2ccc(S(N)(=O)=O)cc2)C(=O)C(=O)N1c1ccccc1 (stereo unspecified) | 48 | 0.4%
C=CCOc1ccc(CNCCO)cc1OCC | 3 | -4.7%
COc1cc(NC(=O)c2c3c(nc4ccccc24)CCC3)cc(OC)c1 | 2 | -2.1%
COc1ccccc1C1C2=C(N=C3SCC(=O)N31)c1ccccc1CC2 (stereo unspecified) | / | -1.1%
COc1cc(OC)c(C2C(C#N)=C(C)NC(C)=C2C#N)c(C(=O)O)c1 | -7 | 1.1%
CC1C(=O)CCCCCCCCCC2C1(N1CCOCC1)CS2(=O)=O (stereo unspecified) | / | -1.2%
COc1cccc(OCCOCCNCCO)c1 | / | -2.2%
Nc1[nH]ncc1-c1ccccc1 | -2 | -1.9%
Cc1cnc(C(=O)OCC(=O)Nc2cc(Cl)cc(Cl)c2)cn1 | / | 1.3%
CC(C)(C)OC(=O)NCCCCCc1nnc(SCc2c(F)cccc2Cl)o1 | / | 7.5%
CCN(CC)CCCNC(=O)c1nn(-c2ccc(OC)cc2OC)c(=O)c2ccccc12 | 6 | -0.8%
COCCNC(=O)c1ccc2c(=O)n(CCCN3CCCC3=O)c(=S)[nH]c2c1 | 5 | 4.4%
CC(C)C[C@H](NC(=O)c1[nH]cnc1C(=O)N[C@H](C)c1ccccc1)C(=O)OCc1ccccc1 | / | -0.9%
CC(C)(C)n1ncc2c(=O)n(CC(=O)NCCc3ccccc3)cnc21 | 7 | 0.8%
CCC1CCCCN1C(=O)Cn1c(=O)n(CCC(=O)NCc2ccco2)c(=O)c2sccc21 (stereo unspecified) | 8 | 1.3%
O=C(COC(=O)CCSc1ccccc1Cl)Nc1ccc(F)cc1F | 9 | -5.3%
COc1ccccc1OCc1ccc(C(=O)NN)cc1 | 27 | 1.2%
C=C(C)CNC(=S)NNC(=O)c1ccc(Br)cc1 | 16 | 1.9%
C=CCNC(=O)c1onc(CSc2cccc(OC)c2)c1C(=O)NCC=C | 5 | 5.2%
Cc1csc(NC(=O)c2cc(=O)[nH]c3ccc(S(=O)(=O)N4CCOCC4)cc23)n1 | -35 | -1.9%
O=C1CSC(c2ccccc2[N+](=O)[O-])N1CCc1ccccc1 (stereo unspecified) | -4 | -2.4%
O=C1/C(=C/c2cccnc2)SC(=S)N1c1ccc(O)cc1 | -17 | -0.9%
COc1ccc(-c2[nH]ncc2CNC(C)c2cn(C)nc2C)c(F)c1 (stereo unspecified) | 20 | -7.1%
CC(C)c1ccc(-n2c(O)c(/C=N/N3CCOCC3)c(=O)[nH]c2=S)cc1 | -8 | 2.1%

# Gathered by group, those above with a cyano group.
SMILES | Mtb RmlCD inh | GlmU inhibition
N#Cc1c(NC(=O)CSc2nnc(-c3ccncc3)n2CC2CCCO2)sc2c1CCCC2 (stereo unspecified) | / | 3.5%
Cc1cccc(NC(=O)Cn2c(C)c(C#N)c3ccccc32)c1C | / | 2.1%
COCc1cc(C)nc(N)c1C#N | 12 | 1.4%
COC(=O)c1cc(C#N)c(N2CCN(C)CC2)nc1C | 17 | -6.4%
COc1cc(OC)c(C2C(C#N)=C(C)NC(C)=C2C#N)c(C(=O)O)c1 | -7 | 1.1%

# Other structures.
SMILES | Mtb RmlCD inh | GlmU inhibition
CCOC(=O)CC(NC(=O)CCc1c(C)nc2nc(C)nn2c1C)c1ccc(OC(C)C)cc1 (stereo unspecified) | -7 | 1.5%
O=C(CCCSc1nc2ccccc2[nH]1)N1CCN(c2ccc([N+](=O)[O-])cc2)CC1 | / | -0.3%
CN1/C(=C\C(=O)COC(=O)CN2C(=O)C3CC=CCC3C2=O)C(C)(C)c2ccccc21 (stereo unspecified) | 14 | -3.8%
O=C(Cc1cccs1)N/N=C/C=C/c1ccccc1[N+](=O)[O-] | 7 | 1.8%
Cn1nnnc1SCCNCc1ccccc1OCc1ccccc1 | / | 7.0%
CC1=CCC2C(=O)N(C(C)c3ccccc3)C(=O)C2C1 (stereo unspecified) | / | 7.7%
CCOc1ccc(NC(=O)c2ccccc2NS(C)(=O)=O)cc1 | / | -3.1%
CCC1CCCCN1C(=O)COC(=O)c1cc(Br)ccc1Cl (stereo unspecified) | 7 | -3.5%
Nc1cccc(S(=O)(=O)NC2=NCCC2)c1 | 5 | 2.6%
COC(=O)c1c(NC(=O)CN2CCC(C)CC2)c2c(C)cccc2n1C | 10 | -1.7%
O=C1c2ccsc2SCCN1Cc1ccccc1 | -5 | -1.1%
Cc1ccc(NC(=S)NC(NC(=O)C(C)(C)C)C(Cl)(Cl)Cl)c(C)c1 (stereo unspecified) | -1 | 0.9%
O=C(NC1CCCCC1)c1cc(C2CC2)on1 | 3 | 1.6%
CCC(C)(C)NC(=O)Cc1ccc(C)cc1 | 7 | 5.2%
COc1ccc(P(=O)(COc2ccc([N+](=O)[O-])cc2)c2ccc(OC)cc2)cc1 | / | -0.5%
COc1cccc2sc(Nc3nc(-c4ccncc4)cs3)nc12 | / | -1.9%
Cc1ccc(C(=O)CSc2nc(C)cc(SCc3nnc(-c4ccccc4)o3)n2)cc1 | / | 1.9%
Cc1ccc(CNC(=O)C(Cc2ccccc2)NS(=O)(=O)c2ccc(Br)s2)cc1 (stereo unspecified) | / | 0.2%
O=C(Cn1cc(SCc2cccc(Cl)c2)c2ccccc21)N1CCOCC1 | 4 | -3.1%
CCC(=O)c1ccc(N2CCN(C(=O)Cc3ccccc3)CC2)c(F)c1 | 3 | 1.3%
CSc1ncc(Cl)c(C(=O)Nc2ccccc2Br)n1 | 6 | -1.7%
CCc1ccc(-c2nc(NC(=O)c3ccc(OCC(=O)Nc4ccc(F)cc4)c(OC)c3)sc2C)cc1 | 6 | -1.1%
CC(Sc1nc(-c2ccccc2)nc2c1COC(C)(C)C2)C(=O)N1CCOCC1 (stereo unspecified) | 2 | -1.1%
COc1ccc(CN2CCNC(=O)C2CC(=O)N(C)Cc2ccncn2)c(OC)c1 (stereo unspecified) | -4 | 0.8%
Cc1cc(/C=C(\C#N)C(=O)N2CCOCC2)c(C)n1C1CCCC1 | 15 | 1.1%
O=C(C1CC1c1ccccc1)N1CCOCC1 (stereo unspecified) | -5 | 0.9%
CCOc1ccc(CC(=O)OCN2C(=O)c3ccccc3C2=O)cc1 | 8 | 0.5%
Oc1ccc2ccccc2c1C=Nc1ccccc1 | / | 2.3%
O=C(Nc1ccc2c(c1)OCO2)C1CCN(Cc2cnn(-c3ccccc3)c2-n2cccc2)CC1 | / | -0.5%
O=C(O)c1cc(NC(=O)c2ccc(Cl)c([N+](=O)[O-])c2)cc(C(=O)O)c1 | -26 | -1.0%
CCN(Cc1ccccc1)S(=O)(=O)c1ccc(C(=O)Nc2nnc(C3CC3)o2)cc1 | 6 | 2.5%
Cc1ccc(-n2c(SCC(=O)N3CCCC3)nc3c(c2=O)SCC3)cc1 | -3 | /
Cc1ccc(C)c(NC(=S)N(Cc2cccc(Br)c2)CC2CCC(C(=O)O)CC2)c1 (stereo unspecified) | -8 | 1.0%
O=S(=O)(c1cccc(-c2cn3cccnc3n2)c1)N1CCOCC1 | -4 | 2.2%

# Compound activity: PubChem, several laboratories
